Glyco luc inh = blocks N-linked glycosylation in D54 reporter cells. D54 ERlucT glycosylation luciferase reporter, 24 h; percent of 100 nM tunicamycin response. reporter increase, % at 12.5 µM. 360,000 compounds, 0.23% hits;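 active = mean luciferase reporter signal, scaled so untreated is 0 and the glycosylation-blocking control 100, at or above a set limit in every replicate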;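 also: luciferase carries N-glycosylation sites so blocking glycosylation raises the light; 0% = median of neutral control wells and 100% = median of 100 nM tunicamycin wells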
HTR2A ag = agonists of mouse serotonin 5-HT2A receptor (HTR2A); CHO-K1 mHTR2A beta-arrestin complementation, luminescence; percent of 30 µM serotonin response; AID 624169; activation, % at 7.6 µM; 360,000 compounds, 0.66% hits;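 active = activation above a run cutoff, the mean activation of all tested compounds plus 3 SD, cut at about 14% in these data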;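 also: 0% = plate median of compound wells and 100% = 30 µM serotonin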
Target sequence (P35363 whole entry, looked up): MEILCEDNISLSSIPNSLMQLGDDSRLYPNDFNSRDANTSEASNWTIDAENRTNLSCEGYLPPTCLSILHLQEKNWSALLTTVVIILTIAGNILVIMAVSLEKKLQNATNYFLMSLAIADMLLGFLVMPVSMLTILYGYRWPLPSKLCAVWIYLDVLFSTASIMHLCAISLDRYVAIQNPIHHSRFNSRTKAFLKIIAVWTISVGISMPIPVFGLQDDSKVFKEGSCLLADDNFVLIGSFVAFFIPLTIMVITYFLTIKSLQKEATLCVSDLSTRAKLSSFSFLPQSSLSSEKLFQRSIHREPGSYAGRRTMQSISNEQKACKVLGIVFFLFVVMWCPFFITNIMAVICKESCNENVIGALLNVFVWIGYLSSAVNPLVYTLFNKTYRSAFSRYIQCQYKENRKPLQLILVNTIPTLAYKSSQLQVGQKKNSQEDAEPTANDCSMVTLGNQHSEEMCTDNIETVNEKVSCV
Cardio protect = protects H9c2 cardiomyocytes from peroxide injury. H2O2 injury protection, ATPLite, 2 h. protection from H2O2 cell death, % at 20 µM. 360,000 compounds, 0.63% hits;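 active = compounds giving at least 50% protection of heart cells from peroxide-induced death in the single-dose screen, raw or plate-pattern-corrected value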;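 also: 0% = DMSO wells with peroxide and 100% = DMSO wells without peroxide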
ABCB6 inh 2 = inhibitors of human ABC transporter ABCB6. Q9NP58. K562-ABCB6 porphyrin accumulation, flow cytometry, 1 h; stronger effect = lower value. fluorescence ratio to DMSO, % at 10 µM. 360,000 compounds, 0.19% hits;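 active = fluorescence ratio to DMSO below 75%, the collection mean minus 3 SD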;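 also: signal is porphyrin accumulated inside mitochondria; 100% equals median channel fluorescence of DMSO control wells; lower ratio means ABCB6 inhibition with less porphyrin fluorescence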
CaV13 FRET inh = Disruptors of the CACNA1D IQ motif to Ca2+-dependent inactivation inhibitor domain association, primary screening, Förster resonance energy transfer in intact living …. HEK cells, CFP/YFP FRET ICDI-IQ, plate reader, 10 min; percent FRET-ratio fall versus neutral wells. inhibition, % at 12.3 µM. 340,000 compounds, 0.098% hits. AID 743397;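 active = mean replicate inhibition of at least 30% and at least 1% of replicates passing that level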;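 also: 0% = median of the neutral control wells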
Granule exo inh = lytic granule exocytosis inhibition; TALL-104 LAMP-1 surface exposure, flow cytometry; cells stimulated with thapsigargin and PMA; 360,000 compounds, 0.66% hits; inhibition, % at 10 µM;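 active = inhibition above about 55%, limit read from the data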
Vif inh = inhibitors of HIV Vif; HEK293T cells, Vif self-association by quenched fluorescence, imaging, 24 h; inhibition, % at 7.49 µM; 340,000 compounds, 0.35% hits; AID 602346; in the data active = inhibition above about 50%, passing the limit was not always enough; also: some results filed as inactive read as strong as hits
aDG glyco act = increases alpha dystroglycan glycosylation. AID 624168. 360,000 compounds, 0.22% hits. activation, % at 10 µM. Pro5-aDG cells, alpha-DG glycosylation AlphaScreen (IIH6); 0% Pro5, 100% B10-LARGE cell signal;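 active = activation of at least 8% versus controls, or a plate z-score of at least 8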;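 also: Pro5 are CHO cells carrying HIG-tagged alpha-DG that lacks glycosylation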
iPSC survival up = increases survival of single human iPS cells. hiPSC single-cell survival, ATPlite luminescence; 100% = ROCK inhibitor wells, 0% = DMSO. survival enhancement, % at 20 µM. 360,000 compounds, 0.044% hits; in the data active = survival enhancement above about 18%;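 also: cells exposed to compounds for 16 hours before the ATP read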
PDI turbidity = blocks human protein disulfide isomerase activity; P07237; PDI insulin aggregation turbidity, A650, 90 min; inhibition, % at 10 µM; 350,000 compounds, 0.052% hits; AID 588391;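 active = mean inhibition across replicates of 30% or more, whatever share of single replicates reach that level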;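 also: absorbance from insulin aggregation driven by PDI reduction with DTT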
Target sequence (P07237 whole entry, looked up): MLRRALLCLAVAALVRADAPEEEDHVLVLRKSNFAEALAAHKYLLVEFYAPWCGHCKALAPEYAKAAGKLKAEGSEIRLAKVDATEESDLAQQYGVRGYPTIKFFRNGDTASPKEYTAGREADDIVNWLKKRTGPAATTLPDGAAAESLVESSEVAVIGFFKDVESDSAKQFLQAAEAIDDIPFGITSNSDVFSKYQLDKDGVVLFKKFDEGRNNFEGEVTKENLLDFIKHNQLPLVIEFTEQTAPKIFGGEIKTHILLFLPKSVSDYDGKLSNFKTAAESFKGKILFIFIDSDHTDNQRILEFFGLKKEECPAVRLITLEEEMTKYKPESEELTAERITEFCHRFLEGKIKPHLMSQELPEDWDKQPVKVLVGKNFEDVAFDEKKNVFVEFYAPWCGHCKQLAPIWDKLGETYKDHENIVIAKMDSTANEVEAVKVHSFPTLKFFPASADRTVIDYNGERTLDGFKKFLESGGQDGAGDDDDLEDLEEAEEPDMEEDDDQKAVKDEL
Active calls of the source: *; x = not tested or not shown. Some of the compounds tested (hit frequency here may not be typical).

The first 2 entries (preview)
Compound,iPSC survival up,Cardio protect,ABCB6 inh 2,CaV13 FRET inh,aDG glyco act,HTR2A ag,PDI turbidity,Granule exo inh,Vif inh,Glyco luc inh
CC1=C2C3OC(=O)C(C)C3CC[C@@]2(C)C=CC1=O (stereo not given in full),2.2,-2,99,-5,-0.1,-1,17,-1,-5,-1
CCOc1ccccc1-n1c(O)c(C=Nc2c(C)n(C)n(-c3ccccc3)c2=O)c(=O)[nH]c1=O,1.3,-2,100,x,-0.1,1,1,1,13,1

Main list, previewed entries included:
Compound,iPSC survival up,Cardio protect,ABCB6 inh 2,CaV13 FRET inh,aDG glyco act,HTR2A ag,PDI turbidity,Granule exo inh,Vif inh,Glyco luc inh
CC1=C2C3OC(=O)C(C)C3CC[C@@]2(C)C=CC1=O (stereo not given in full),2.2,-2,99,-5,-0.1,-1,17,-1,-5,-1
CCOc1ccccc1-n1c(O)c(C=Nc2c(C)n(C)n(-c3ccccc3)c2=O)c(=O)[nH]c1=O,1.3,-2,100,x,-0.1,1,1,1,13,1
Cc1cc(OC(=O)CCNC(=O)OC(C)(C)C)c2c3c(c(=O)oc2c1)CCC3,-3.5,22,91,-5,0.0,1,-4,-2,-23,5
Cc1ccccc1-n1c(C)nc2ccccc2c1=O,0.7,-5,103,-4,0.0,1,4,-1,3,-1
CN1CCC23c4c5ccc(O)c4O[C@@H]2[C@H](O)C=CC3C1C5 (stereo not given in full),0.5,2,94,x,-0.1,1,-1,-1,-3,1
COC(=O)C1=C(c2ccc(OCc3ccccc3)cc2)C[C@@H]2CC[C@H]1N2C(=O)NCc1cccc(OC)c1,-2.2,-5,98,-6,0.8,-9,2,-2,-3,-5
CNC(=O)N(C)c1ccc(C(O)(C(=O)OC)C(F)(F)F)cc1 (stereo not given),-0.7,-2,95,-19,0.2,5,0,8,-1,1
COC(=O)C1=C(c2ccc(OC)c(OC)c2)C[C@@H]2CC[C@H]1N2C(=O)N1CCCCC1,3.0,2,94,-5,0.1,8,-1,1,-9,1
CCCC(=O)c1c(O)[nH]c(=O)[nH]c1=O,1.7,1,100,-7,-0.1,1,-4,-2,5,-1
COCCN1C(=O)/C(=C/c2c(OC)cc(OC)cc2OC)C(=O)N(c2ccccc2)C1=O,-0.4,1,99,0,-0.2,-2,12,-1,-7,3
O=C(N=Nc1c(O)[nH]c(=O)[nH]c1=O)C1COc2ccccc2O1 (stereo not given),-0.1,0,100,-4,0.0,6,5,0,5,-1
COc1ccc(CN2CCN(Cc3ccccc3OC)CC2)cc1,-0.5,9,96,-1,0.1,-8,4,15,12,0
CCOP(=O)(OCC)C1(O)C(=O)Nc2ccc(Br)cc21 (stereo not given),-1.5,2,82,-4,0.4,-5,5,4,0,2
O=C(c1ccco1)c1cn(Cc2ccc(Cl)cc2)c2ccccc12,2.3,-11,102,x,1.5,-6,7,3,-24,5
CSc1ncc(CN2CCCC(C(=O)c3cccc(Cl)c3)C2)cn1 (stereo not given),-0.3,-7,95,-4,-0.1,1,7,2,-2,4

Quoted from the listing:
`CCCC(=O)c1c(O)[nH]c(=O)[nH]c1=O` in HTR2A ag has 1
`COc1ccc(CN2CCN(Cc3ccccc3OC)CC2)cc1` in ABCB6 inh 2 has 96
`COC(=O)C1=C(c2ccc(OCc3ccccc3)cc2)C[C@@H]2CC[C@H]1N2C(=O)NCc1cccc(OC)c1` in PDI turbidity has 2

The list continues:
Compound,iPSC survival up,Cardio protect,ABCB6 inh 2,CaV13 FRET inh,aDG glyco act,HTR2A ag,PDI turbidity,Granule exo inh,Vif inh,Glyco luc inh
CN1C(=O)C(=Cc2ccc(OCC(=O)Nc3ccccc3)cc2)C(=O)N(C)C1=O,-0.4,3,103,x,0.5,-3,-1,29,-2,-1
O=C(O)C1C(C(=O)O)C2(Cl)C(Cl)=C(Cl)C1(Cl)C2(Cl)Cl (stereo not given),-1.7,1,102,x,0.0,-1,x,-1,-14,-2
O=C(OCc1ccccc1)N1CCC2CC1c1cc(N3Cc4ccccc4-n4nncc4C3)ccc12 (stereo not given),-0.3,-12,99,-3,-0.1,-1,-8,-1,x,-5
COc1ccc(OCC(=O)N2CCN(C/C=C/c3ccccc3)CC2)cc1,-0.4,-3,101,-2,0.2,2,-2,-1,3,-1
C[C@]12C[C@H](O)[C@@H](O)C[C@@H]1CC[C@@H]1[C@@H]2CC[C@]2(C)C(=O)CC[C@@H]12,-2.5,17,98,x,0.0,2,x,-6,12,2
COC(=O)C1=C(c2cccc(OCc3ccccc3)c2)C[C@@H]2CC[C@H]1N2C(=O)NCc1ccc(OC)cc1,-1.1,-8,90,10,0.4,-2,-6,12,7,-5
COc1ccccc1OCCCn1cc(C=O)c2ccccc21,-1.4,-2,104,-3,0.2,6,3,0,-18,-4
C/C(=N\N1CCCCC1)c1c(O)[nH]c(=O)[nH]c1=O,3.6,2,103,-6,0.0,1,-4,5,4,1
CCOC(=O)c1c(C)[nH]c(C)c1C(=O)C(Cc1ccccc1)N(C)C (stereo not given),-0.4,-4,96,-20,0.1,-1,-6,-19,-8,-1
O=C1CN=C(c2ccccc2Cl)c2cc(Br)ccc2N1,-0.7,-5,101,-2,-0.2,8,-2,3,-8,0
CC(=O)O[C@]1(c2ccccc2)CCN(C)[C@H]2CCCC[C@@H]21,1.1,-3,97,-7,0.0,0,-4,-3,-15,1
CC1CCCN(C(=O)CN2C3CCC2CC(O)(c2ccc(F)cc2)C3)C1 (stereo not given),-1.1,6,100,-5,-0.1,0,4,0,14,0
CCCCn1c(O)c(/C=C/C=Nc2ccccc2)c(=O)[nH]c1=O,1.4,10,102,3,0.1,-3,-12,0,5,-1
COc1cc(O)c2c(c1)/C=C/C[C@H](O)[C@H](O)C(=O)CCC[C@H](C)OC2=O,2.6,-2,107,-5,0.1,2,x,-8,x,2
Brc1ccc2c(c1)C(OC1CN3CCC1CC3)c1ccccc1CS2 (stereo not given),-1.3,-24,104,-7,4.5,-6,-1,21,-5,1
CN1C(=O)C(=Cc2ccc(N3CCCCCC3)cc2)C(=O)N(C)C1=O,1.8,4,99,-9,-0.2,0,2,-15,-1,1
C[N+](C)(C)CC(=O)Nc1ccc(Cl)cc1C(=O)c1ccccc1,0.3,1,97,-19,-0.1,1,1,-1,-1,-1
O=c1c2ccccc2nc(CNCC2CCCO2)n1-c1ccc(F)cc1 (stereo not given),-0.8,6,105,-17,0.4,3,1,9,-1,0
Cc1ncc([N+](=O)[O-])n1CCOc1nonc1N,-1.0,-28,97,-2,-0.1,-4,5,-2,2,0
CCN(CC)C(=O)c1ccc(NC(=O)c2cc(S(=O)(=O)N3CCCCCC3)ccc2OC)cc1,0.6,-4,99,-6,0.3,-7,5,11,-11,-5
CCCCn1c(O)c(C=NCCCn2ccnc2)c(=O)[nH]c1=O,0.9,-2,100,-6,0.1,0,-7,-1,2,-1
COC(=O)C1=C(c2cccc(C#N)c2)C[C@@H]2CC[C@H]1N2C(=O)N1CCCC1,-1.4,-1,98,-5,0.6,-1,-1,-2,0,0
O=C1NC(=O)N(CCc2ccc(F)cc2)C(=O)/C1=C\C=C\c1ccccc1,-0.4,-11,93,-7,-0.6,5,-2,66*,1,19
O=C1NC(=O)C(CCc2ccncc2)(CCc2ccncc2)C(=O)N1CCc1ccccc1,-0.6,1,94,-3,0.4,0,-2,0,-7,1
O=c1[nH]c(=O)n(-c2cccc(Cl)c2)c(O)c1C=NCCCN1CCOCC1,-2.0,4,105,x,-0.1,3,10,1,x,0
C/C(=N\NC(=O)c1ccccc1O)c1c(O)n(Cc2ccccc2)c(=O)[nH]c1=O,-0.1,15,638,4,-0.1,-3,2,3,2,1
Cc1cccn2c(=O)c3cc(C(=O)N4CCC5(CC4)OCCO5)n(C)c3nc12,-1.5,8,104,-4,0.1,4,-8,2,-3,x
CCCCn1c(O)c(C(CC)=NCc2cccnc2)c(=O)[nH]c1=O,1.1,-5,101,-12,0.0,2,-2,-1,0,0
N#CC(Br)Br,-3.8,-2,93,x,0.0,1,x,-5,-6,0
CC1CN2c3ccc([N+](=O)[O-])cc3CC3(C(=O)N(C)C(=O)N(C)C3=O)C2C(C)O1 (stereo not given),-0.8,-2,99,-4,0.1,1,0,1,-7,2

Complete entries, quoted from the list:
Cc1ncc([N+](=O)[O-])n1CCOc1nonc1N across the screens: iPSC survival up = -1.0; Cardio protect = -28; ABCB6 inh 2 = 97; CaV13 FRET inh = -2; aDG glyco act = -0.1; HTR2A ag = -4; PDI turbidity = 5; Granule exo inh = -2; Vif inh = 2; Glyco luc inh = 0
O=c1[nH]c(=O)n(-c2cccc(Cl)c2)c(O)c1C=NCCCN1CCOCC1 across the screens: iPSC survival up = -2.0; Cardio protect = 4; ABCB6 inh 2 = 105; CaV13 FRET inh = x; aDG glyco act = -0.1; HTR2A ag = 3; PDI turbidity = 10; Granule exo inh = 1; Vif inh = x; Glyco luc inh = 0

Carrying on:
Compound,iPSC survival up,Cardio protect,ABCB6 inh 2,CaV13 FRET inh,aDG glyco act,HTR2A ag,PDI turbidity,Granule exo inh,Vif inh,Glyco luc inh
Cc1cc(OC(=O)N(C)C)nc2c1c(C)nn2C,0.6,9,99,-2,0.1,-1,-2,1,4,-1
COP(=O)(NC(C)=O)SC (stereo not given),0.1,15,99,-6,-0.2,4,7,0,-7,0
O=C(CCCN1CCC(n2c(=O)[nH]c3ccccc32)CC1)c1ccc(F)cc1,-0.4,3,105,-5,0.1,-10,-4,2,6,6
O=C1NC(=O)N(c2ccc(F)cc2)C(=O)/C1=C/c1ccc(N2CCOCC2)cc1,-0.2,7,84,-19,-0.3,6,1,6,1,2
CC(=O)NC(Cc1ccc(N(CCCl)CCCl)cc1)C(=O)NCC(=O)NCC(=O)O (stereo not given),-0.1,-6,98,-5,-0.1,4,-2,1,2,2
CCCn1ncc(CN2CCCC(C(=O)c3cccc(OC)c3)C2)c1C (stereo not given),-1.3,-3,104,-2,0.1,-4,3,21,0,-4
